High-throughput results from PubChem.
mIDH1 inhibitor – qHTS for Inhibitors of mutant isocitrate dehydrogenase 1 (IDH1): qHTS; IDH1-R132H enzyme, NADPH consumption, diaphorase/resazurin fluorescence; Potency, µM (doses to about 76.6 µM), for the others: top-dose activity change, negative = inhibition, actives largely listed as inhibitors; actives 0.093% (n = 390,000); further: potency means the concentration at half of the fitted maximal effect; on the % scale 0 is the no-effect control and ±100 the full control effect; nearly all actives have a fitted effect of over 65% in size
Target sequence (O75874 whole entry R132H, stated change not applied): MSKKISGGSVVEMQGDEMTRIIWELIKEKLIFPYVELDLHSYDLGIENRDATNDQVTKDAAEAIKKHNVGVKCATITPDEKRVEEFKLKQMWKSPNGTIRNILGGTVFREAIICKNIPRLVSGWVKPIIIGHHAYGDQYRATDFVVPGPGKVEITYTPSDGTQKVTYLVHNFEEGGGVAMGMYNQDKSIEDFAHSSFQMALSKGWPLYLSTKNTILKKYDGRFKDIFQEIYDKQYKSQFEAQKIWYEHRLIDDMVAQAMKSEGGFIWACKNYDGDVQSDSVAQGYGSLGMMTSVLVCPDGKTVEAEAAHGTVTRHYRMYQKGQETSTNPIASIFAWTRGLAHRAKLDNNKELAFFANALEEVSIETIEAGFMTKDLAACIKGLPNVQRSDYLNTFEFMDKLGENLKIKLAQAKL
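IDH1-R132H (0.5 ug/mL dispensed) in pH 7.5 Tris buffer was preincubated 30 min with compound, then given a substrate mix of 0.016 mM NADPH and 2 mM alpha-KG for 80 min at room temperature; remaining NADPH was read by diaphorase/resazurin fluorescence.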
D2 agonist – HTS Assay for Allosteric Agonists of the Human D2 Dopamine Receptor: Primary Screen for Agonists; HEK293 T-REx D2 cells, calcium flux agonist mode; activation, % at 2 µM; actives 0.53% (n = 340,000);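 active means activation over 3 SD above normal in the single-dose calcium agonist read, cut at about 30% in these data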; further: 0% is about no effect
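Calcium-flux readout, 1 cycle/sec over 180 s following compound pin transfer, in inducible HEK293 Trex D2 cells (force-coupled); dopamine controls included. Positive calcium responses during this window marked compounds as potential agonists.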
PI4K2A block – qHTS for small molecular inhibitors of PI4K2A; Phosphatidylinositol 4-kinase type 2-alpha (Homo sapiens), Q9BTU6; purified PI4K2A, ADP-Glo luminescence, 1 h; active compounds read low; activity change, negative = inhibition, % at 76.9 µM; actives 0.13% (n = 420,000); AID 1346378, 2018; in the data active means activity change below about -50%; inconclusive means mostly about -30% to -49%;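 further: -100% = wells without enzyme as full effect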
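PI4K2A activity was measured by ADP-Glo luminescence: enzyme (4 ug/mL stock) and phosphatidylinositol (1.2 mM stock) in Tris pH 7.5/MgCl2/EGTA/Triton X-100 buffer were reacted with ATP (300 microM stock) for one hour at ambient temperature.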
TRHR ag – qHTS for Small Molecule Agonists and Allosteric Enhancers of Human TRH Receptor: Primary Screen for Agonists | activation, % at 2 µM | AID 493084, 2011 | actives 0.18% (n = 360,000) | TRHR cells, calcium flux fluo-8, FDSS agonist mode | Thyrotropin-releasing hormone receptor (Homo sapiens), P34981; in the data active means activation above about 30%; further: 0% is about no effect
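TRHR-expressing cells loaded with fluo-8 calcium dye; 23 nL library compound pin-transferred, kinetic FDSS fluorescence (Ex 480/Em 530) recorded about 180 s for agonist-induced calcium release, before a 10 nM TRH EC20 addition for potentiator mode.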
USP1 inh – Inhibitors of USP1/UAF1: Primary Screen | Ubiquitin carboxyl-terminal hydrolase 1 (Homo sapiens), O94782 | recombinant USP1/UAF1, Ub-Rhodamine cleavage fluorescence | Potency, µM (top dose mostly 57.1 µM), for inactives: at the top dose activity change, negative = inhibition, actives largely listed as inhibitors | actives 0.23% (n = 390,000) | AID 743255, 2014; further: potency means the concentration at half of the fitted maximal effect; on the % scale 0 is the no-effect control and ±100 the full control effect; nearly all actives have a fitted effect of over 60% in size; inactives centre near -12
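USP1/UAF1 complex at 1 nM was preincubated with compound for 15 min at room temperature, then Ub-Rho substrate (150nM final) was added. Fluorescence (480/540 nm) was read kinetically, 6 reads every 60 seconds.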
D2 antag – HTS Assay for Allosteric Antagonists of the Human D2 Dopamine Receptor: Primary Screen for Antagonists. D(2) dopamine receptor (Homo sapiens), P14416. HEK293 TREx D2 cells, calcium flux, dopamine EC80. inhibition, % at 10 µM. actives 2% (n = 340,000). AID 485344, 2010; in the data active means inhibition above about 30%; further: 0% is about no effect
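Measurement of antagonist activity uses fluorescent calcium dye in inducible HEK293 T-REx D2 cells: 10 s baseline, compound addition with 180 s read, EC80 dopamine addition with a further 180 s read.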
TrxR1 inh – qHTS Assay for Inhibitors of Mammalian Selenoprotein Thioredoxin Reductase 1 (TrxR1): qHTS; Thioredoxin reductase 1, cytoplasmic (Rattus norvegicus), O89049; recombinant rTrxR1, NADPH fluorescence consumption, selenite substrate; Potency, µM (doses to about 114 µM), for the others: at the highest dose activity change, negative = inhibition, most hits filed as inhibitors; actives 1% (n = 390,000); AID 588453, 2011; further: potency means the concentration at half of the fitted maximal effect; on the % scale 0 is the no-effect control and ±100 the full control effect; nearly all actives have a fitted effect of over 65% in size
Target sequence (O89049 whole entry, looked up): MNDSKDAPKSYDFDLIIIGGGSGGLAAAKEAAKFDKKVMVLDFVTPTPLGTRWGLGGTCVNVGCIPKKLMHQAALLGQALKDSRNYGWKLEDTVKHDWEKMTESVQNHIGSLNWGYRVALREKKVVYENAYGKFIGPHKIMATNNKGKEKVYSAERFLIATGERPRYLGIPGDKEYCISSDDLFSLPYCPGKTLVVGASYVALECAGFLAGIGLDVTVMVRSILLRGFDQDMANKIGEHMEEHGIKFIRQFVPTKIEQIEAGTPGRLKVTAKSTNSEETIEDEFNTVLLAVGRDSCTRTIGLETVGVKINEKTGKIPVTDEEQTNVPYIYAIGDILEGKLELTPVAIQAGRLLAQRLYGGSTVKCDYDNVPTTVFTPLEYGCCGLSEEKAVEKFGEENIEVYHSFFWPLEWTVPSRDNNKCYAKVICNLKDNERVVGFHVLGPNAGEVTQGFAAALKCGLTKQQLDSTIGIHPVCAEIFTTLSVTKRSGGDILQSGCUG
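Rat TrxR1 (90 nM in the dispensed reagent) was pre-reduced with 400 uM NADPH for 5 min at room temperature, then incubated with compound for 15 min. After 400 uM selenite was added, NADPH fluorescence (Ex 340/Em 450 nm) was followed for 8 min.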
TRHR enhancer – qHTS for Small Molecule Agonists and Allosteric Enhancers of Human TRH Receptor: Primary Screen for Enhancers; Thyrotropin-releasing hormone receptor (Homo sapiens), P34981; TRHR cells, fluo-8 calcium fluorescence, EC20 TRH enhancement; actives 0.66% (n = 360,000); AID 493056, 2011; enhancement, % at 2 µM; in the data active means enhancement above about 30%; further: 0% is about no effect
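TRHR-expressing cells loaded with fluo-8 calcium dye were read kinetically (ex 480/em 530) during compound addition, then stimulated with an EC20 of TRH (10 nM final). Enhancement of the Gq-mediated intracellular calcium response was scored.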
TrxR1 substrate – qHTS Assay for Substrates of Mammalian Selenoprotein Thioredoxin Reductase 1 (TrxR1): qHTS. Thioredoxin reductase 1, cytoplasmic (Rattus norvegicus), O89049. purified TrxR1 substrate turnover, NADPH consumption readout. Potency, µM (doses to about 114 µM), for the others: top-dose activity change, negative = substrate turnover. actives 0.01% (n = 390,000). AID 588456, 2011; further: potency means the concentration at half of the fitted maximal effect; on the % scale 0 is the no-effect control and ±100 the full control effect; nearly all actives have a fitted effect of over 50% in size
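Rat TrxR1, dispensed at 90 nM, was prereduced with 400 uM NADPH (final) for 5 min at ~22 deg C, then incubated with compound 15 min before 400 uM selenite. A first-read NADPH fluorescence drop versus no-compound background flagged substrates.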
Starred values were filed as active, the others as inactive; ? = inconclusive; . = no result given; [ ] = remark or other dose. Unless noted, the call rests on the fitted dose curve; in most records, active means well fitted inhibition curve with a large enough effect; inconclusive means small, poorly fitted or top-dose-only effect; inactive means no such curve, though single readings can be large or run the other way.

SMILES,mIDH1 inhibitor,D2 agonist,PI4K2A block,TRHR ag,USP1 inh,D2 antag,TrxR1 inh,TRHR enhancer,TrxR1 substrate
CCN(c1ccccc1)S(=O)(=O)c1ccc(Cl)c(C(=O)NC2CCN(Cc3ccccc3)CC2)c1,6%,.,2,.,-20%,.,6%,.,2%
CSc1ccccc1NC(=O)C(C)N(C)CC(=O)N1CCN(Cc2ccccc2)CC1 (stereo unspecified),5%,.,-1,.,-20%,.,1%,.,-1%
COc1ccc(S(=O)(=O)N2CCC(C(=O)N[C@@H](C)C(=O)NCc3ccccc3OC)CC2)cc1,-1%,-1.1,-4,0.3,-28%,-8,15%,-3,5%
CCOc1ccc(OCCCCN2CCCC2)cc1,-1%,-0.4,6,-1.2,3%,-3,3%,-3,-6%
Cc1csc(NC(=O)CSc2nncc(=O)n2N)n1,0%,0.3,-1,0.0,-12%,-30,-4%[57.1 µM],12,-6%
CC1CC(Nc2ccccc2)=CC(=O)O1 (stereo unspecified),3%,-0.9,-6,0.4,-2%,11,-11%,-8,-11%
O=C1CCCc2nc3c(cc21)C(O)Oc1ccccc1-3 (stereo unspecified),3%,-0.2,-9,-0.4,-3%,-14,41%[activator][57.1 µM],10,39%[activator][57.1 µM]
CCCN(CC(=O)Nc1ccccc1C)C(=O)c1ccc(S(=O)(=O)N2CCCCC2)cc1,7%,-1.3,4,-0.3,-18%,5,17%,-1,3%
O=C(CN1C(=O)CC(c2ccccc2)S(=O)(=O)c2ccccc21)N1CCCC1 (stereo unspecified),5%,0.8,4,-0.4,0%,3,16%[57.1 µM],-5,-4%[57.1 µM]
CCOc1cc(S(=O)(=O)Nc2ccc(Cl)cn2)ccc1Cl,8%,0.5,-4,-0.3,-23%,-17,-12%,-1,-1%
COCC(=O)c1[nH]c2ccccc2c1C,-2%,.,-1,-0.4,-7%,.,4%,-4,-6%
C=CCNc1oc(-c2cccs2)nc1C#N,11%,.,2,0.5,-1%,.,149%[activator],-3,.
Cn1ccnc1C(=O)c1ccc(N)cc1,0%,0.4,0,0.6,-22%,6,-11%,-10,-8%
Cc1ccc(-n2c(-c3ccccc3)c[n+]3c2CCC3)cc1,-9%,0.3,16,0.9,-13%,-5,-3%,3,-2%
COC(=O)C1CCN(C(=O)c2ccc3nc(-c4cccc(OC)c4)oc3c2)CC1,-2%,-1.2,-1,-1.8,-10%,4,2%,-3,-1%
Cc1ccccc1CNC(=O)CN1CCSc2ccccc21,32%,-1.4,-4,-0.2,-30%,.,17%[57.1 µM],-12,-2%[57.1 µM]
CCCC(CCC)C(=O)Nc1cccc(C(=O)O)c1,-2%,-0.5,4,-0.2,-17%,5,0%,-9,-3%
CCO[C@H]1OC(C(=O)NCc2ccccc2)=C[C@@H](C2CC2)[C@@H]1CCCO,-9%,0.6,6,-0.7,0%,14,20%[57.1 µM],2,-8%
C[C@H]1CN([C@@H](C)CO)C(=O)c2cc(NC(=O)C3CCCCC3)ccc2O[C@H]1CN(C)Cc1ccc(-c2ccccc2)cc1,-6%,.,0,.,-29%,.,15%,.,4%
COc1ccc(-c2cc(C(F)(F)F)nc(SCC(=O)N3CCCCC3C)n2)cc1OC (stereo unspecified),6%,-0.1,2,1.5,-13%,.,28%,13,19%

For convenience, part of the list above.
SMILES,mIDH1 inhibitor,D2 agonist,PI4K2A block,TRHR ag,USP1 inh,D2 antag,TrxR1 inh,TRHR enhancer,TrxR1 substrate
Cc1ccc(-n2c(-c3ccccc3)c[n+]3c2CCC3)cc1,-9%,0.3,16,0.9,-13%,-5,-3%,3,-2%
COC(=O)C1CCN(C(=O)c2ccc3nc(-c4cccc(OC)c4)oc3c2)CC1,-2%,-1.2,-1,-1.8,-10%,4,2%,-3,-1%
Cc1ccccc1CNC(=O)CN1CCSc2ccccc21,32%,-1.4,-4,-0.2,-30%,.,17%[57.1 µM],-12,-2%[57.1 µM]
CCCC(CCC)C(=O)Nc1cccc(C(=O)O)c1,-2%,-0.5,4,-0.2,-17%,5,0%,-9,-3%
CCO[C@H]1OC(C(=O)NCc2ccccc2)=C[C@@H](C2CC2)[C@@H]1CCCO,-9%,0.6,6,-0.7,0%,14,20%[57.1 µM],2,-8%
C[C@H]1CN([C@@H](C)CO)C(=O)c2cc(NC(=O)C3CCCCC3)ccc2O[C@H]1CN(C)Cc1ccc(-c2ccccc2)cc1,-6%,.,0,.,-29%,.,15%,.,4%
COc1ccc(-c2cc(C(F)(F)F)nc(SCC(=O)N3CCCCC3C)n2)cc1OC (stereo unspecified),6%,-0.1,2,1.5,-13%,.,28%,13,19%

(list continues)
SMILES,mIDH1 inhibitor,D2 agonist,PI4K2A block,TRHR ag,USP1 inh,D2 antag,TrxR1 inh,TRHR enhancer,TrxR1 substrate
COCC(C)NC(=O)CSc1nc2ccccc2c(=O)n1CCc1ccc(S(N)(=O)=O)cc1 (stereo unspecified),6%,-0.3,-2,-0.6,-2%,4,-14%,1,-9%
COc1cc2c(C(=O)N3CCN(c4ccccc4C)CC3)c(C)oc2cc1Br,-4%,0.8,2,0.3,-17%,7,-7%,-2,-6%
CC[C@]12c3[nH]c4ccc(OC)cc4c3CCN1C(=O)C(CC(=O)NCCCOC)C[C@@H]2C(=O)N1CCN(C(=O)c2ccco2)CC1 (stereo partly specified),-7%,.,-3,.,-7%,.,2%,.,-3%
Cc1ccc(NC(=O)CC(NCCN2CCOCC2)C(=O)O)cc1Cl (stereo unspecified),3%,-0.6,-7,-0.1,-4%,-4,-16%,-19,-8%
COc1ccc(-c2sc3ccccc3c2C#CCO)cc1,16%,0.2,8,0.3,-21%,-12,-21%,-4,32%[activator]
Cc1cccc(CC2S/C(=N/c3ccccn3)NC2=O)c1 (stereo unspecified),3%,1.1,-1,0.6,-11%,-22,23%[57.1 µM],-4,17%[57.1 µM]
CC(C)[C@]1(c2ccc(Cl)cc2)ON(c2ccccc2C(F)(F)F)C1=O,.,0.2,.,-0.6,.,-13,.,0,.
Cc1ccc2c(c1)C(c1ccccc1)CC(=O)O2 (stereo unspecified),2%,.,1,-1.1,-18%,.,5%[57.1 µM],-7,8%[57.1 µM]
CCOC(=O)C1CCN(C(=O)Nc2ccc(C)c(Cl)c2)CC1,1%,-1.8,-5,-0.1,-9%,9,30%[57.1 µM],-7,8%[57.1 µM]
CC(C)C(=O)NC(=S)Nc1nnn(C)n1,2%,0.0,-5,0.4,-7%,10,?,2,-11%
CCOc1cc(C)c(Cl)cc1S(=O)(=O)n1nnc2ccccc21,-2%,-0.2,-1,0.1,-20%,-35,-13%,-5,-4%
c1ccc(CSC2=NNC(c3ccccn3)S2)cc1 (stereo unspecified),4%,-0.6,-8,0.2,-5%,-6,-14%[57.1 µM],-1,-21%[57.1 µM]
C[C@H]1C(=O)N(C)CCN1Cc1cn(C)nc1-c1ccc(Oc2ccccc2)cc1,9%,0.5,-3,-0.5,-20%,-3,-9%,-3,-3%
O=C(O)C1CC(=O)N(Cc2cccs2)C1 (stereo unspecified),-3%,-2.8,-3,-2.2,-6%,7,14%,-1,10%[57.1 µM]
COc1cccc(-c2nc(CS(=O)(=O)CC(=O)NCCCN3CCOCC3)c(C)o2)c1,-6%,-1.0,-2,0.3,-14%,-1,10%,-3,4%
Cc1ccc(C23CC4CC(CC(C(=O)NC(C)C(N)=O)(C4)C2)C3)cc1 (stereo unspecified),0%,0.4,-2,0.4,-22%,-10,-26%,2,-8%
CCOc1ccccc1-n1c(SCC(=O)N(CC)CC)nnc1-c1ccccn1,4%,-0.2,1,0.0,-15%,12,22%,-7,9%
Cc1ccc(N2CCN(C(=O)c3cccs3)CC2)c(C)c1,7%,1.2,-4,-0.4,-18%,-10,24%,4,3%

Single values from above:
`COc1cc2c(C(=O)N3CCN(c4ccccc4C)CC3)c(C)oc2cc1Br` | TrxR1 inh: -7%
`COCC(=O)c1[nH]c2ccccc2c1C` | TRHR enhancer: -4
